# Assay outcomes (PubChem BioAssay)
# IDH1 R132H inh: inhibitors of human mutant IDH1 R132H; IDH1-R132H enzyme, NADPH consumption, diaphorase/resazurin fluorescence; Potency, µM (highest dose often 76.6 µM), for the others: at the highest dose activity change, negative = inhibition, most hits filed as inhibitors; 390,000 compounds, 0.093% hits; AID 602179; note: % is set by controls: 0 for no effect and ±100 for the full control effect; nearly all actives have a fitted effect of over 65% in size
#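 IDH1-R132H (0.5 ug/mL) preincubated 30 min with compound, then NADPH (0.016 mM) and alpha-KG (2 mM) added; 80 min at RT, pH 7.5. Remaining NADPH coupled via diaphorase/resazurin to fluorescence (540/590 nm); concentration-response curves normalized to no-enzyme control.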
# ALOX12 inh: blocks human arachidonate 12S-lipoxygenase; P18054; purified 12hLO, xylenol orange hydroperoxide absorbance; Potency, µM (highest dose often 108 µM), without a hit: at the top dose activity change, negative = inhibition, most hits filed as inhibitors; 580,000 compounds, 1.1% hits; AID 1671190; note: % is set by controls: 0 for no effect and ±100 for the full control effect
#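 Purified human 12hLO (150 nM final) in 25 mM Hepes, 0.01% Triton X-100, pH 7.0 was preincubated 15 min at room temperature with compound. Then 40 uM arachidonic acid was added, 30 min. Hydroperoxide was read by Fe-XO absorbance ratio 573/405 nm.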
# TrxR1 inh: inhibitors of rat thioredoxin reductase 1; 390,000 compounds, 1% hits; AID 588453; recombinant rTrxR1, NADPH fluorescence consumption, selenite substrate; Potency, µM (titrated, usually from 114 µM), without a hit: at the top dose activity change, negative = inhibition, actives largely listed as inhibitors; note: % is set by controls: 0 for no effect and ±100 for the full control effect; nearly all actives have a fitted effect of over 65% in size
#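 Rat TrxR1 (90 nM in the dispensed reagent) was pre-reduced with 400 uM NADPH for 5 min at room temperature, then incubated with compound for 15 min. After 400 uM selenite was added, NADPH fluorescence (Ex 340/Em 450 nm) was followed for 8 min.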
# Vif-APOBEC3F blk: blocks the Vif interaction with APOBEC3F; 390,000 compounds, 0.2% hits; AID 602313; HeLa A3F-eYFP + Vif (tagged APOBEC3F with the HIV-1 protein that degrades it), YFP fluorescence increase; Potency, µM (top dose mostly 46.1 µM), inactives show at the top dose activity, negative = active; note: % of control where 0% means no effect; nearly all actives have a fitted effect of over 65% in size
#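 HeLa cells stably expressing Vif plus C-terminally eYFP-tagged A3F were seeded, incubated overnight at 37 deg C, dosed with compound, incubated overnight again at 37 deg C. Yellow fluorescence (Ex 488/Em 500-530) reported blocked Vif-mediated A3F-eYFP degradation.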
# Vif-A3G inh: Vif-A3G binding inhibition. HeLa A3G-eYFP + Vif (tagged APOBEC3G with the HIV-1 protein that degrades it), YFP fluorescence, overnight. Potency, µM (top dose mostly 46.1 µM), inactives show at the highest dose activity, negative = active, most hits filed as inhibitors. Q9HC16. AID 602310. 410,000 compounds, 0.076% hits;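 note: % is set by controls: 0 for no effect and ±100 for the full control effect; nearly all actives have a fitted effect of over 60% in size; hits raise eYFP signal because A3G escapes Vif-driven loss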
#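 Read-out is eYFP fluorescence (Ex 488/Em 500-530) from Vif-expressing HeLa A3G-eYFP cells; more signal means A3G escaped Vif-mediated degradation. Cells plated overnight, compound pinned in, incubated overnight at 37 deg C.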
# USP1-UAF1 inh: USP1/UAF1 (human) deubiquitinase inhibition. O94782. recombinant USP1/UAF1, Ub-Rhodamine cleavage fluorescence. Potency, µM (top dose mostly 57.1 µM), inactives show at the top dose activity change, negative = inhibition, hits mostly inhibitors. 390,000 compounds, 0.23% hits. AID 743255; note: % is set by controls: 0 for no effect and ±100 for the full control effect; nearly all actives have a fitted effect of over 60% in size; inactives centre near -12
# Target sequence (O94782 whole entry, looked up): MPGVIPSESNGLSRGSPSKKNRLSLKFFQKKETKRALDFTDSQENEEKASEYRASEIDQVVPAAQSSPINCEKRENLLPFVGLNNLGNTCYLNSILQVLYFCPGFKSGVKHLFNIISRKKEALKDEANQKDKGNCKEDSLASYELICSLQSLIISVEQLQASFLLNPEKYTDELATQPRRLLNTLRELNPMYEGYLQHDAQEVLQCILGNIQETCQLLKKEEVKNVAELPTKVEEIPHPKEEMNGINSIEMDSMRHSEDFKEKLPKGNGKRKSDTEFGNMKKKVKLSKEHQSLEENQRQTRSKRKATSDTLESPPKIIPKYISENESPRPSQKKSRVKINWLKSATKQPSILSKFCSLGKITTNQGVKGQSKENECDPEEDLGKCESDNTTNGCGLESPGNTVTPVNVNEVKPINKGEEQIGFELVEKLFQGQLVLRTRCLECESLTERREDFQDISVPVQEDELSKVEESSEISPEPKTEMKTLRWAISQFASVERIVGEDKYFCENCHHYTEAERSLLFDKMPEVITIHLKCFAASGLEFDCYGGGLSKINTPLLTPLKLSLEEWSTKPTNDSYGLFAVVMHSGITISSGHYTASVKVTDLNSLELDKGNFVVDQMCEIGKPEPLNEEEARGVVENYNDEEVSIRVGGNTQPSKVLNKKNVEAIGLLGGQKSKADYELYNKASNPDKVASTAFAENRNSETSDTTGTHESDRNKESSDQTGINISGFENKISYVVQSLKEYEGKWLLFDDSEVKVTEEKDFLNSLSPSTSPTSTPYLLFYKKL
#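 In this screen, compounds sit with the deubiquitinase complex (1nM) for 15 min at room temperature before Ub-Rho is added at 150nM final. Fluorescence rise is then followed for 6 reads every 60 seconds.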
# TrxR1 substrate: substrates of rat thioredoxin reductase 1; O89049; purified TrxR1 substrate turnover, NADPH consumption readout; Potency, µM (doses to about 114 µM), for the others: at the top dose activity change, negative = substrate turnover; 390,000 compounds, 0.01% hits; AID 588456; note: % is set by controls: 0 for no effect and ±100 for the full control effect; nearly all actives have a fitted effect of over 50% in size
#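 Rat TrxR1, dispensed at 90 nM, was prereduced with 400 uM NADPH (final) for 5 min at ~22 deg C, then incubated with compound 15 min before 400 uM selenite. A first-read NADPH fluorescence drop versus no-compound background flagged substrates.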
# RGS4 inhibitor: blocks human RGS4-accelerated GTP hydrolysis; Potency, µM (series often up to 114 µM), for the others: at the highest dose activity change, negative = inhibition, usual class: inhibitors; Transcreener GDP fluorescence polarization, RGS4-accelerated GTP hydrolysis; AID 504845; 390,000 compounds, 0.039% hits; note: % is set by controls: 0 for no effect and ±100 for the full control effect; nearly all actives have a fitted effect of over 75% in size; some results filed as inactive show a strong effect at the top dose
# Target sequence (P49798 whole entry, looked up): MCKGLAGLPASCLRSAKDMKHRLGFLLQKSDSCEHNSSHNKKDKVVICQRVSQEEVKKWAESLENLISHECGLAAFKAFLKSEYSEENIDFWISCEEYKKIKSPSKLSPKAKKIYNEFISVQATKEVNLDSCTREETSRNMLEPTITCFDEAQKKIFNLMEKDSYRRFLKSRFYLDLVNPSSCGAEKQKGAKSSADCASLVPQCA
#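 MLSMR compounds (23 nl, pin-transferred) preincubated 10 min at room temperature with a 500nM (2x) first reagent, then RGS4 at 900nM (2x) plus Transcreener GDP mix added; fluorescence polarization (620/688 nm) read before and after 90 min at 30 °C.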
# RXFP1 ag: activates the human relaxin receptor RXFP1 | Q9HBX9 | HEK293T-RXFP1 cAMP TR-FRET, 30 min; response scale: percent of porcine relaxin response, buffer zero | Potency, µM (series often up to 57.5 µM), without a hit: at the highest dose activation, hits mostly activators | 370,000 compounds, 0.3% hits; note: % is set by controls: 0 for no effect and ±100 for the full control effect; nearly all actives have a fitted effect of over 60% in size; many of its hits are not listed in these tables
#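 cAMP rise read by TR-FRET after 30 min, 37C compound exposure (up to 58 uM) in RXFP1-transfected HEK293 cells with Ro 20174 present. EC50 from Hill-equation fits, with 29 nM porcine relaxin as 100% and buffer as basal.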
# Numbers without * were called inactive; i = inactive; u = inconclusive; x = not tested or not shown; & = joins results of further samples; [ ] = remark or other dose. Calls come from the whole dose curve; as a rule, active = well fitted curve in the direction sought with a large enough effect; inconclusive = small, poorly fitted or top-dose-only effect, or another doubt; inactive = no such curve, though single readings can be large; an effect the other way counts as inactive or inconclusive. Potency is the fitted concentration of half-maximal effect.
SMILES,IDH1 R132H inh,ALOX12 inh,TrxR1 inh,Vif-APOBEC3F blk,Vif-A3G inh,USP1-UAF1 inh,TrxR1 substrate,RGS4 inhibitor,RXFP1 ag
CC(=O)Nc1cccc(NC(=O)c2ccc(COc3ccccc3)cc2)c1,3%,15%,10%[57.1 µM],-1%,-4%,-20%,7%[57.1 µM],-1%,2.5%
COc1ccc(/C=C/C(=O)OCC(=O)Nc2ccc(S(N)(=O)=O)cc2)cc1OC,2%,0%,6%,1%,-1%,-16%,2%,-5%,0.2%
O=C(CN1C(=O)NC2(CCc3ccccc32)C1=O)NC1CCCCC1 (configuration not stated),-3%,3%,x,-4%,-4%,-10%,x,x,x
COc1cc(OC)c2c(-c3ccccc3)cc(=O)oc2c1C(CCN1CCCCC1)c1ccc(N(C)C)cc1 (configuration not stated),9%,x,-18%&16%,0%,5%&4%,-22%,-12%&3%,6%&-4%,0.0%
CN1CCc2c(OCc3ccc(F)cc3)cccc2C1=O,3%,22%,26%[57.1 µM],-13%,-7%,-18%,7%[57.1 µM],-5%,-1.2%
Fc1ccc(-c2cc3ncc4c(n3n2)-c2cc(Cl)ccc2OC4)cc1,0%,-19%,3%,-1%,1%,-11%,5%,-4%,3.6%
N#CCC(=O)N1CCN(C(c2ccccc2)c2ccccc2)CC1,3%,193%[activator],11%[57.1 µM],-4%,0%,-9%,5%[57.1 µM],13%,x
Cc1ccc(-n2nc(C)c3c(C)c(CCC(=O)NCc4ccccc4Cl)c(C)nc32)cc1,x,u,9%,x,x,-11%,34%[activator],12%,2.1%
CC(C)Nc1nc(Oc2ccc(Cl)cc2Cl)cc(C(F)(F)F)n1,-2%,-21%,0%,-21%,-10%,-18%,-6%,17%,0.4%
Cc1ccc(-c2nc3ccccc3c(=O)n2O)cc1,-2%,34%,21%,13%,4%,-7%,10%,1%,-1.5%
Cc1ccc(C(=O)NCC(=O)N2CCN(c3cccc(Cl)c3)CC2)s1,-3%,-10%,12%,-12%,1%,11%,-1%,22%,x
Fc1cccc(Cl)c1CNc1n[nH]c(-c2ccco2)n1,17%,9%&-21%,6%,1%,-10%,u,4%,-3%,0.3%
CN1C(=O)SC(Nc2ccccc2)C1=O (configuration not stated),-13%,13%,7%,-8%,1%,-4%,5%,-10%,-0.1%
CCO/C=C1\SC(=S)N(c2ccc(Cl)cc2)C1=O,-5%,-33%,-12%,10%,-1%,-18%,-16%,-36%,3.6%
COc1ccc2[nH]cc(CCNS(=O)(=O)Cc3ccccc3)c2c1,12%,u,17%[57.1 µM],-5%,0%,-30%,10%,-6%,-0.6%
CCOC(=O)c1c(C)[nH]c(C2=NNC(=Nc3ccc(OCC)cc3)SC2)c1C,-12%,u,u,1%,2%,u,-8%,u,0.2%
CN(C)c1ccc(NC(=O)CN2C(=O)CC(c3ccccc3)=Nc3ccccc32)cc1,7%,u,-1%,10%,-6%,-19%,2%,-35%,0.4%
O=C(OCc1ccc(Cl)cc1Cl)c1ccncc1,9%,6%,-7%,-5%,-2%,-21%,-4%,-18%,4.5%
COc1ccc(OC)c(S(=O)(=O)N2CCCC(C(=O)NCc3ccccn3)C2)c1 (configuration not stated),-6%,0%,20%,6%,-1%,-26%,7%,-18%,1.8%
CCOc1ccc(NC(=O)c2cc3cc4ccc(OC)cc4nc3o2)cc1,1%,12%,11%[57.1 µM],-8%,0%,4%,51%[activator][57.1 µM],41%,3.0%
O=C(NCc1ccco1)c1cccc(S(=O)(=O)N2CCCC2)c1,4%,-1%,-9%[57.1 µM],-12%,0%,-13%,9%[57.1 µM],-12%,-1.3%
Cc1ccc(C(C)C)c(OCC(O)CN2CCOCC2)c1 (configuration not stated),0%,-9%,27%,-7%,1%,-9%,9%,2%,0.7%
COc1cc(NC(=O)c2cccnc2)c(Cl)cc1NC(=O)c1ccc(Cl)cc1,9%,19%,-17%,-7%,1%,-6%,6%,-9%,0.3%
CC(C)NC(=O)CN1CCC(c2ccccc2)C(O)C1 (configuration not stated),0%,-2%,21%,-5%,1%,-5%,5%,8%[11.4 µM],-0.8%
COc1ccccc1S(=O)(=O)N(C)C[C@H]1OCc2cnnn2CCCC(=O)N([C@@H](C)CO)C[C@H]1C,4%,2%,x,-6%,-1%,-14%,x,x,x

# 5 compounds already listed, arranged by count of non-hydrogen atoms, high to low:
SMILES,IDH1 R132H inh,ALOX12 inh,TrxR1 inh,Vif-APOBEC3F blk,Vif-A3G inh,USP1-UAF1 inh,TrxR1 substrate,RGS4 inhibitor,RXFP1 ag
CN(C)c1ccc(NC(=O)CN2C(=O)CC(c3ccccc3)=Nc3ccccc32)cc1,7%,u,-1%,10%,-6%,-19%,2%,-35%,0.4%
CC(=O)Nc1cccc(NC(=O)c2ccc(COc3ccccc3)cc2)c1,3%,15%,10%[57.1 µM],-1%,-4%,-20%,7%[57.1 µM],-1%,2.5%
N#CCC(=O)N1CCN(C(c2ccccc2)c2ccccc2)CC1,3%,193%[activator],11%[57.1 µM],-4%,0%,-9%,5%[57.1 µM],13%,x
CC(C)NC(=O)CN1CCC(c2ccccc2)C(O)C1 (configuration not stated),0%,-2%,21%,-5%,1%,-5%,5%,8%[11.4 µM],-0.8%
CN1C(=O)SC(Nc2ccccc2)C1=O (configuration not stated),-13%,13%,7%,-8%,1%,-4%,5%,-10%,-0.1%

# Other results follow:
SMILES,IDH1 R132H inh,ALOX12 inh,TrxR1 inh,Vif-APOBEC3F blk,Vif-A3G inh,USP1-UAF1 inh,TrxR1 substrate,RGS4 inhibitor,RXFP1 ag
Cc1cc(F)ccc1NC(=O)C1CCCN(C(=O)c2cnn(-c3ccccc3)c2-n2cccc2)C1 (configuration not stated),0%,u,-19%,4%,6%,2%,-13%,12%,-3.4%
CCOC(=O)CCCNC(=O)CSc1nc2ccc(OCC)cc2[nH]1,9%,4%,20%[57.1 µM],1%,0%,1%,4%[57.1 µM],-7%,-0.6%
Cc1ccc(NC(=O)CN2CCCCCC2)cc1Br,0%,u,30%,1%,-5%,-15%,12%,u,-5.1%
CCCc1cc(=O)[nH]c(SCC(=O)Nc2cccc(S(=O)(=O)N3CCOCC3)c2)n1,3%,-10%,-10%,-11%,1%,-15%,-11%,-32%,3.9%
COc1ccc(OC)c(Nc2nc(NCc3ccco3)c3ccccc3n2)c1,8%,u,27%,-17%,-7%,-29%,9%,-10%,0.3%
OCCC1CN(Cc2ccc(Oc3ncccn3)cc2)CCN1CCc1ccccc1 (configuration not stated),15%,0%,16%,-6%,0%,-12%,3%,-10%,-0.7%
CCOC(=O)CNS(=O)(=O)c1cc(-c2nnc(Nc3cccc(O)c3)c3ccccc23)ccc1C,-17%,-11%,6%,0%,u,-10%,-2%,2%,-1.4%
O=C(/C=C/c1ccc([N+](=O)[O-])cc1)OCC(=O)N1CCOCC1,2%,1%,10%,-16%,1%,0%,-3%,7%,x
Cc1cc(C)c2c(-n3cccc3)c(C(=O)NCCCN3CCCCC3)sc2n1,12%,0%,12%,8%,1%,-23%,-2%,17%,15%
O=C(Nc1ccccc1)c1nc[nH]c1C(=O)Nc1ccccc1F,5%,-5%,x,-6%,0%,-8%,x,x,x
CNS(=O)(=O)c1ccc(CCC(=O)N2CCOCC2)cc1,2%,3%,18%,-3%,-4%,2%,6%,u,x
CCN(CC(=O)Nc1ccc(S(=O)(=O)N2CCOCC2)cc1)Cc1ccccc1,-4%,4%,14%,-19%,0%,-3%,-6%[57.1 µM],15%,1.9%
O=c1oc2ccccc2n1Cc1cccc(F)c1,6%,0%,19%,4%,0%,2%,0%,10%,1.0%
CC(NC(=O)c1ccco1)C(=O)N1CCCCC1 (configuration not stated),3%,i,18%,4%,-1%,-21%,-3%,17%,5.1%
COc1ccc(Br)cc1CNC(=O)CCc1nc(-c2ccccc2F)no1,5%,-3%,6%[57.1 µM],2%,-3%,-17%,1%,7%,0.3%
O=C(NCCc1csc(-c2ccc(F)cc2)n1)c1ccco1,-6%,-29%,10%[57.1 µM],0%,0%,-13%,-3%[57.1 µM],-18%,2.1%
CCC(C)N(C(=O)CSc1nnc(C)n1C)C1CCS(=O)(=O)C1 (configuration not stated),0%,u,3%[57.1 µM],3%,2%,-18%,-1%[57.1 µM],-7%,-1.8%
CCOc1cc(N2CCOCC2)c(OCC)cc1NC(=O)CN1C(=O)NC(CC(C)C)C1=O (configuration not stated),-7%,-2%,8%,5%,-2%,-17%,-1%,9%[56.9 µM],-0.4%
COc1ccccc1Nc1nc(-c2ccc3c(c2)NC(=O)CO3)cs1,24%,u,-1%,1%,-1%,-16%,-2%,-17%,-0.9%
CC(C)[C@H](NC(=O)[C@@H]1CSC2c3ccccc3C(=O)N21)C(=O)NCc1ccncc1 (some centres not stated),-12%,-23%,37%[activator],0%,-5%,-27%,4%,1%,-3.5%
Cc1cc(NC(=O)CN2CCN(S(=O)(=O)c3ccc(Cl)cc3)CC2)no1,0%,14%,2%,-1%,4%,-6%,1%,-5%,-0.2%
CC(C)N(Cc1nccn1C)C(=O)CC1C(=O)NCCN1Cc1ccc(F)c(F)c1 (configuration not stated),0%,u,-7%,1%,3%,-20%,-3%,25%,1.4%
CCNc1nc(NCC)nc(OCCOC(=O)COc2ccc(Cl)cc2Cl)n1,7%,u,20%,5%,0%,-24%,-1%,-10%,1.8%

# The list is partial; rates above refer to the full screens.
